High-throughput results: PubChem BioAssay, several laboratories
NR2E3 ag-1: activates human photoreceptor nuclear receptor NR2E3; Q9Y5X4; GST-NR2E3/biotin-RetCOR TR-FRET, 1536-well; inhibition of corepressor binding, % at 4.78 µM; 320,000 compounds, 0.12% hits; AID 2300;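 active = percent inhibition above the cutoff of mean plus 3 SD of all tested compounds, set per screening campaign, cut at about 20% in these data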;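 also: 0% = DMSO wells and 100% = biotin wells as full block of FRET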
Target sequence (Q9Y5X4 whole entry, looked up): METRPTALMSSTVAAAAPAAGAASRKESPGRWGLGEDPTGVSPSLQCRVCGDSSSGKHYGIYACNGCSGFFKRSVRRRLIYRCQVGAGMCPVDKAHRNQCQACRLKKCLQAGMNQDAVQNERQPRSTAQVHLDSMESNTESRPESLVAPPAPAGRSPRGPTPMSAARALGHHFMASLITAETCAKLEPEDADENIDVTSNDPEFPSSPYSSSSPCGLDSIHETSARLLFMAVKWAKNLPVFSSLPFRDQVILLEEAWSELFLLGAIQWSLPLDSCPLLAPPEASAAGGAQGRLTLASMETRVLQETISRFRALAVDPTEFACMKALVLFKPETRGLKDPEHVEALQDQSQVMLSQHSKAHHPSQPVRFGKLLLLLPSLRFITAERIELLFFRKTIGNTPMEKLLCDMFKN
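Test system – NR2E3–RetCOR corepressor complex · Quantity – NR2E3 fusion 1.35 nM · Buffer or medium – Tris pH 7.5 · Incubation – Compound–protein incubation for 5 h at 4 °C · Technique – TR-FRET, Eu(K)-anti-GST donor, streptavidin-D2 acceptor, ex 340, em 617/671 nm · Evaluation – percent inhibition of 671/617 nm emission ratio versus biotin and DMSO controls · Plate – 1536-well format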
hiPSC survival: hiPSC single-cell survival enhancement; ATPlite luminescence; 100% = ROCK inhibitor wells, 0% = DMSO; survival enhancement, % at 20 µM; 360,000 compounds, 0.044% hits; AID 602274; in the data active = survival enhancement above about 18%;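 also: cells exposed to compounds for 16 hours before the ATP read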
HIF-2a inh: inhibitors of HIF-2a; 360,000 compounds, 0.72% hits; inhibition, % at 18.8 µM; 786-0 RCC cells HIF-2a reporter, luciferase luminescence, overnight; AID 624352;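 active = inhibition of the luminescence signal of 40% or more relative to plate controls, in a single-dose primary screen at 18.75 µM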
EBV LMP1 NFkB: Epstein-Barr LMP1 NF-kappaB reporter inhibition; 350,000 compounds, 0.69% hits; LMP1-induced NF-kappaB luciferase reporter cells, luminescence; inhibition, % at 12.5 µM; in the data active = inhibition above about 41%;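 also: 0% = neutral control wells and 100% = reference inhibitor control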
KKLEB tox: counter-screen for CF NF-kB inhibitors: cytotoxicity | KKLEB CF airway cells viability, ATPlite luminescence, overnight; active compounds read low; cells stimulated with P. aeruginosa culture filtrate | activity change (cytotoxicity), % at 5 µM | 360,000 compounds, 0.36% hits | AID 602141;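 active = corrected activity change at or below -50% at 5 µM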
Shn3 inh set2: reduces Shn3 3'UTR luciferase signal in osteoblasts. Clone20 osteoblast Shn3 3'UTR firefly luciferase, 24 h. inhibition, % at 12.5 µM. 360,000 compounds, 0.52% hits. AID 588674;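 active = mean inhibition of at least 75% with every replicate also reaching 75%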;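 also: 0% = median of neutral control wells and 100% = pilot-screen positive control compound; some compounds past the cut are filed as inactive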
CF NFkB inh: cystic fibrosis NF-kB activation inhibition; KKLEB NF-kB-GFP reporter, PAF-induced, GFP fluorescence overnight; inhibition, % at 5 µM; 360,000 compounds, 0.86% hits;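 active = at least 50% inhibition at 5 µM, scaled per plate between neutral and stimulator controls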;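 also: PAF is a Pseudomonas aeruginosa culture filtrate used as stimulus; plate controls were PAF-stimulated DMSO wells for no effect and unstimulated DMSO wells for full effect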
Peg3 promoter: Peg3 promoter activity inhibition; HeLa PEG-Prom luciferase reporter, luminescence, overnight; inhibition, % at 20 µM; 360,000 compounds, 1.7% hits;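 active = inhibition of at least 50% at 20 µM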
TRPM1 prom inh: inhibitors of MITF-driven TRPM1 promoter in melanoma cells; inhibition, % at 12.5 µM; 330,000 compounds, 0.83% hits; SK-MEL-5 TRPM1 promoter luciferase, 24 h;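 active = mean inhibition across replicates of 60% or more, whatever share of single replicates reaches that level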; also: values of inactives mirror those of a sister screen read the other way
C8 TRAIL sens: sensitizes caspase-8 expressing cells to TRAIL. inhibition (viability loss, TRAIL sensitization), % at 10 µM. 360,000 compounds, 1% hits. NB7+C8 cells + TRAIL, ATPlite viability luminescence;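 active = compounds causing at least 50% loss of cell viability in the single-dose screen, relative to plate controls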
NR2E3 ag-2: activates human NR2E3 receptor; Q9Y5X4; CHO-S Gal4-NCOR/VP16-NR2E3 two-hybrid, luciferase; inhibition of corepressor binding, % at 3.98 µM; 360,000 compounds, 0.35% hits; AID 602229;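 active = inhibition above the mean of all tested compounds plus 3 SD, cut at about 70% in these data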;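 also: 0% = DMSO with NR2E3 transfected cells and 100% = cells lacking NR2E3 construct; higher means lower luciferase signal from less NR2E3 corepressor binding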
* = called active by the depositor; . = not tested or not shown.

Compound	NR2E3 ag-1	hiPSC survival	HIF-2a inh	EBV LMP1 NFkB	KKLEB tox	Shn3 inh set2	CF NFkB inh	Peg3 promoter	TRPM1 prom inh	C8 TRAIL sens	NR2E3 ag-2
CCOC(=O)C1CCN(C(=O)c2cccnc2Oc2ccc(Cl)cc2)CC1	-5	-0.3	15	7	-5	-9	8	0	-5	20	6
Cc1cc(C)cc(Oc2ccccc2/C=C\C(=O)O)c1	3	10	14	-3	-3	-17	2	15	-10	8	16
Cc1ccc(C)c(N2CCN(S(=O)(=O)c3cn(C)cn3)CC2)c1	2	0.1	13	0	-4	10	-3	-1	-3	-4	-10
CCCc1cc(=O)[nH]c(SCC(=O)N2CCN(S(=O)(=O)c3ccc4ccccc4c3)CC2)n1	-3	4.0	14	-3	0	-12	-17	10	7	2	-5
O=C1NC(=Nc2cccc(O)c2)S/C1=C\c1cccnc1	0	0.1	6	-7	0	-20	22	-77	2	8	-19
Cc1cccc(N2CCN(S(=O)(=O)c3ccc4c(c3)NC(=O)C(C)S4)CC2)c1C (stereo unspecified)	-2	0.1	14	3	4	-4	3	4	2	54*	53
COc1ccc(-c2cnc3c(NC(C)=O)cc(-c4cccc(C(=O)N(C)C)c4)cn23)cc1OC	.	3.2	1	.	-8	4	4	15	.	-11	13
Cc1ccc(NC(=O)CN2CCOCC2)cc1	-2	-0.1	-3	8	8	-4	3	1	2	9	2
C/C(=N\NC(=O)c1c(Cl)cnn1C)c1ccc(NC(=O)c2ccc(Br)o2)cc1	.	-0.4	-172	-5	3	-77	-36	-90	-72	33	-111
Cc1ccc(-c2cc3ccccc3nc2N)cc1	-2	-0.3	-187	-40	9	-17	-10	-297	-64	12	-42
O=C(COC(=O)c1cncc(Br)c1)NC12CC3CC(CC(C3)C1)C2	.	-0.1	-1	.	-13	-11	15	5	.	-15	-13
O=C(Nc1ccc2c(c1)CCC2)c1ncoc1-c1ccccc1F	.	-0.5	-151	4	6	-18	-24	-135	-32	14	-77
Cc1c(OCC(=O)N2CCC(C(N)=O)CC2)ccc2c3c(c(=O)oc12)CCCC3	0	1.9	-23	0	5	-15	-23	1	-6	26	3
COC(=O)c1ccc(CSc2nnc(NCc3ccccc3)s2)o1	3	2.1	-50	6	-7	-2	-9	-34	-10	11	-3
Cc1ccc(SCc2c(-c3ccccc3)nn(C)c2Cl)cc1	0	8.4	-18	5	-6	6	-6	11	-14	-1	18
CC(CCc1ccco1)NC(=O)c1cccc2c1C(=O)N(C1CCCCC1)C2 (stereo unspecified)	4	-0.8	30	-2	-8	1	-4	27	-8	6	0
CN(Cc1nc(CC2CC2)no1)CC12CC3CC(CC(C3)C1)C2	-2	-1.2	-4	2	-2	-9	13	-5	-16	13	0
COCCN(C(=O)CSc1nnc(C)n1-c1ccc(C)cc1)c1c(N)n(Cc2ccccc2)c(=O)[nH]c1=O	3	-0.5	3	4	15	0	-6	0	5	-3	2
Cc1ccc(C(=O)N(C)CCOc2ccccc2)cc1S(=O)(=O)N1CCCCC1	5	-0.3	13	-1	0	0	13	21	8	1	6
CCc1nc2ccc(C(=O)NCCNC(C)=O)cn2c1N(CCC(C)C)CCN(C)C	.	-1.7	11	.	4	-7	2	-5	.	13	6
CCN(CC)C(=O)Oc1cc(COC)nc(-c2ccccc2)n1	-4	-0.6	16	0	-6	-3	12	12	5	-1	-13
Cc1nnc2n(C3CCCCC3)c(=O)c3c4c(sc3n12)COC(C)(C)C4	2	21*	16	-7	7	-1	12	14	-6	-9	11
COc1ccccc1CCNC(=O)C1CCC(=O)N(C2CC2)C1 (stereo unspecified)	2	2.6	-4	-3	-4	-19	-10	1	-10	-4	4
CC(=O)c1cccc(N(C(=O)c2ccccn2)C(C(=O)NC2CCCCC2)c2ccccc2)c1 (stereo unspecified)	1	-0.2	5	-5	-4	17	-5	5	-15	-17	-4
O=C(COc1ccc(Cl)cc1Cl)Nc1cccnc1	4	0.9	-304	-2	-5	-33	4	-352	-108	32	1
Cc1cc2c(OCC(O)CNC3CCCCC3)cccc2[nH]1 (stereo unspecified)	-1	-2.1	13	-8	-3	8	24	-3	3	5	-7
O=C(Cn1cnc2ccccc2c1=O)NCc1ccc2c(c1)OCO2	0	2.2	5	2	5	6	-10	2	-10	-7	-26
O=C(NC(=S)NNC(=O)c1cccs1)c1ccco1	-1	3.6	19	-2	2	-23	5	6	-2	2	-7
Cc1cccc(Oc2ncnc(N)c2[N+](=O)[O-])c1	2	-0.5	27	3	-1	3	20	6	2	-6	5
COc1ccc(-c2nsc3c(N4CCCC4)ncnc23)cc1	-1	-5.3	-44	25	-38	27	-16	6	25	81*	-83
CCc1c(C(C)S(=O)(=O)c2ccc(C)cc2)[nH]c(=O)n1-c1ccc(C)cc1 (stereo unspecified)	-3	-0.7	12	-1	4	2	-3	2	-8	-2	-12
N#CCCn1cc(C=C(C#N)C#N)c(-c2ccc(Cl)cc2)n1	2	-1.2	4	-5	-4	-5	1	-1	-1	-10	14
O=C(Nc1ccccc1Cl)c1cc(C2CCCCN2C(=O)c2ccccc2)on1 (stereo unspecified)	.	-3.1	4	.	-1	-1	8	14	.	-2	25
Cc1cc(C)cc(N(CC(=O)N2CCCC2)S(C)(=O)=O)c1	1	-0.3	19	-8	5	16	0	5	17	-3	-42
CC(C)Cn1c(=O)n(C)c(=O)c2[nH]cnc21	3	2.7	1	-1	14	-6	1	-16	0	4	5
CCCC(=O)N=C1SC2CS(=O)(=O)CC2N1c1ccc(CC)cc1 (stereo unspecified)	-1	-1.0	7	-1	1	-2	-11	-3	-13	-2	-7
C[C@@H]1CN([C@H](C)CO)C(=O)CCCn2cc(nn2)CO[C@H]1CN(C)C(=O)Nc1ccccc1C(F)(F)F	.	0.5	7	-1	5	3	-1	5	.	1	21
COCCNC(=O)c1ccc(C2SCC(=O)N2Cc2ccco2)cc1 (stereo unspecified)	3	-0.7	9	-4	4	6	7	10	14	-1	-6
O=C(Nc1ccc2[nH]ncc2c1)C1CCC1	3	1.9	10	19	-7	4	6	2	-7	3	-30
CCNc1nc(C)c(CN(C(C)=O)c2ccccc2)nc1C#N	-1	-0.7	8	1	-9	-7	1	5	2	-3	4
O=C(OCc1ccccc1)c1cn(-c2ccccc2)nc1-c1ccncc1	-1	-0.5	16	1	-11	23	-7	39	-10	15	19
CCCn1c(N)c(N(CCOC)C(=O)c2cc(C)cc(C)c2)c(=O)[nH]c1=O	-3	-0.3	1	-2	11	-12	-8	14	-15	-7	-32
COc1ccc(CCN(C)CC(O)COc2ccc(C(C)=O)cc2OC)cc1OC (stereo unspecified)	-1	-0.3	21	5	-18	-2	10	6	13	-3	-15
CC(Oc1ccc2cc(-c3ccccc3)c(=O)oc2c1)C(=O)NCC1CCC(C(=O)O)CC1 (stereo unspecified)	8	0.6	-20	-4	12	-6	-23	-6	-5	4	-19
Clc1ccc(N2N=C(c3cccs3)CC2c2ccco2)cc1 (stereo unspecified)	-1	3.9	-185	-8	-1	-28	-4	-88	-9	-1	-9
Fc1ccccc1NC(=S)NCc1ccc2c(c1)OCO2	-4	-0.5	10	5	4	8	-2	-9	3	-9	-18
Cc1ccc(S(=O)(=O)N2CCC(C(=O)NCCCN3CCOCC3)CC2)cc1	4	0.3	1	0	20	-14	8	-10	-5	2	-16
CN(C)S(=O)(=O)N1CCCN(S(=O)(=O)N(C)C)CC1	0	1.1	4	-12	-4	11	-2	2	0	15	3
CC(C)(C)C(=O)NC(=S)NNC(=O)c1sc2ccccc2c1Cl	-4	-0.2	78*	57*	-66*	91*	71*	78*	80*	5	-21
CCC(C)Sc1ccc([C@H]2N[C@@](C)(C(=O)OC)[C@H]3C(=O)N(CC)C(=O)[C@@H]23)cc1 (stereo partly specified)	1	-1.9	12	-5	11	-9	1	9	-7	9	34

More entries.
Compound	NR2E3 ag-1	hiPSC survival	HIF-2a inh	EBV LMP1 NFkB	KKLEB tox	Shn3 inh set2	CF NFkB inh	Peg3 promoter	TRPM1 prom inh	C8 TRAIL sens	NR2E3 ag-2
COc1ccc(CCN2C(=O)N[C@@H](C(C)C)C2=O)cc1	0	0.0	4	0	-6	-22	6	-7	7	-3	-22
CC(=O)C1=C(O)C(=O)N(c2ccc(C)cc2)C1c1ccccn1 (stereo unspecified)	4	-0.6	0	-3	2	-7	-14	3	7	-17	-27
Cc1nn(C)c(=S)n1-c1ccc(Cl)cc1	2	2.7	17	2	-19	8	0	-6	0	1	-18
CCOC(=O)c1c(CN2CCN(Cc3ccccc3)CC2)n(C)c2cc(Br)c(OC)cc12	-4	-1.8	7	11	-11	4	6	19	-5	12	-4
COc1ccc(-n2nnc3c(=O)n(CC(=O)Nc4ccc5c(c4)OCCO5)cnc32)cc1OC	7	-0.2	-8	3	1	5	8	13	10	7	-25
Cc1ccc(NC(=O)C2CCCN(S(=O)(=O)c3cccs3)C2)cc1 (stereo unspecified)	-1	-0.6	16	-2	9	10	8	12	14	7	2
Cc1ccc(OCC(=O)Oc2cccc(C)c2C)cc1	-3	0.2	19	-19	-10	-5	-5	14	2	-7	24
COc1ccccc1CC(=O)NC1CCN(Cc2ccccc2)CC1	1	-0.4	7	-4	2	-18	7	5	.	11	-12
O=C(COC(=O)c1ccccn1)Nc1ccccc1Cl	-3	0.1	1	-23	20	-2	-13	-11	-41	-9	15
CCC(C)Sc1nc2c(cnn2-c2ccccc2)c(=O)[nH]1 (stereo unspecified)	2	0.0	9	-9	4	-5	23	23	-2	-15	2
Cc1cc2cc(C(c3nnnn3C(C)(C)C)N(Cc3ccco3)CC3CCCO3)c(=O)[nH]c2cc1C (stereo unspecified)	-1	-0.9	5	3	-8	-24	2	12	4	10	-22
CSc1cccc(NC(=O)C2CCN(S(=O)(=O)c3ccc4c(c3)NC(=O)CO4)CC2)c1	0	-0.4	-3	15	1	15	-4	1	8	17	-12
Cc1sc2ncn(CC(=O)NCCCC(=O)N3CCN(c4ccccc4)CC3)c(=O)c2c1C	4	-0.4	3	-9	4	4	-10	17	-1	-2	7
CCCC(=O)Nc1ccccc1-c1nnc(SCC)[nH]c1=O	3	1.4	5	-4	2	-22	1	20	-10	-1	4
CC(=O)Nc1ccc(-c2ccnc3c2CC(C)(C(=O)NCc2ccncc2)O3)cc1 (stereo unspecified)	.	1.1	5	.	-3	-2	0	1	.	-7	-4

Not all compounds are listed (hit frequency here may not be typical).
